Screens (PubChem BioAssay)
GLS inhibitor: inhibitors of human glutaminase (GLS); O94925; GLS enzymatic activity, qHTS titration; Potency, µM (highest dose often 45.5 µM), inactives show at the top dose activity change, negative = inhibition, most hits filed as inhibitors; 410,000 compounds, 0.21% hits; AID 624170; further: potency means the concentration at half of the fitted maximal effect; on the % scale 0 is the no-effect control and ±100 the full control effect
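Coupled fluorescence readout: glutamate oxidase/HRP/Amplex Red detect glutamate formed by hKGA from L-glutamine (1 mM solution added). Buffer 45 mM KH2PO4 pH 8.2, 0.02% Tween-20; reads at t0 and 30 min RT.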
JMJD2A Tudor: inhibitors of human JMJD2A Tudor domain | O75164 | AlphaScreen JMJD2A-Tudor / H3K4me3 peptide binding | Potency, µM (doses to about 114 µM), inactives show top-dose activity change, negative = inhibition, most hits filed as inhibitors | 390,000 compounds, 4.4% hits | AID 504339; further: potency means the concentration at half of the fitted maximal effect; on the % scale 0 is the no-effect control and ±100 the full control effect; nearly all actives have a fitted effect of over 50% in size
HP1b chromo inh: HP1-beta chromodomain-methylated histone interaction inhibition | P83916 | AlphaScreen HP1-beta / biotin-H3K9me3 peptide binding | Potency, µM (series often up to 114 µM), inactives show at the highest dose activity change, negative = inhibition, hits mostly inhibitors | 390,000 compounds, 0.56% hits; further: potency means the concentration at half of the fitted maximal effect; nearly all actives have a fitted effect of over 70% in size; inactives centre near 23
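Compound inhibition of the preformed complex between 50 nM HP1-beta and 50 nM biotinylated H3K9me3 peptide was read by AlphaScreen. Buffer was PBS pH 7.4 with 0.01% Tween-20. Incubations ran 30 min at room temperature, with 10 ug/mL donor/acceptor beads.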
PI4K2A block: PI4K2A (human) kinase inhibition; 420,000 compounds, 0.13% hits; activity change, negative = inhibition, % at 76.9 µM; Q9BTU6; purified PI4K2A, ADP-Glo luminescence, 1 h; hits give low values; in the data active means activity change below about -50%; inconclusive means mostly about -30% to -49%;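 further: -100% = wells without enzyme as full effect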
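Compounds are screened against recombinant PI4K2A using PI as substrate and ATP, the latter dispensed at 300 microM. Reactions run one hour at ambient temperature before ADP-Glo detection; full inhibition defined by wells lacking enzyme.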
BAZ2B inh: BAZ2B (human) inhibition | Potency, µM (series often up to 114 µM), for the others: at the top dose activity change, negative = inhibition, actives largely listed as inhibitors | AID 504333 | 360,000 compounds, 4.4% hits | AlphaScreen BAZ2B-H3K14Ac peptide displacement | Q9UIF8; further: potency means the concentration at half of the fitted maximal effect; on the % scale 0 is the no-effect control and ±100 the full control effect; nearly all actives have a fitted effect of over 60% in size
Target sequence (Q9UIF8 whole entry, looked up): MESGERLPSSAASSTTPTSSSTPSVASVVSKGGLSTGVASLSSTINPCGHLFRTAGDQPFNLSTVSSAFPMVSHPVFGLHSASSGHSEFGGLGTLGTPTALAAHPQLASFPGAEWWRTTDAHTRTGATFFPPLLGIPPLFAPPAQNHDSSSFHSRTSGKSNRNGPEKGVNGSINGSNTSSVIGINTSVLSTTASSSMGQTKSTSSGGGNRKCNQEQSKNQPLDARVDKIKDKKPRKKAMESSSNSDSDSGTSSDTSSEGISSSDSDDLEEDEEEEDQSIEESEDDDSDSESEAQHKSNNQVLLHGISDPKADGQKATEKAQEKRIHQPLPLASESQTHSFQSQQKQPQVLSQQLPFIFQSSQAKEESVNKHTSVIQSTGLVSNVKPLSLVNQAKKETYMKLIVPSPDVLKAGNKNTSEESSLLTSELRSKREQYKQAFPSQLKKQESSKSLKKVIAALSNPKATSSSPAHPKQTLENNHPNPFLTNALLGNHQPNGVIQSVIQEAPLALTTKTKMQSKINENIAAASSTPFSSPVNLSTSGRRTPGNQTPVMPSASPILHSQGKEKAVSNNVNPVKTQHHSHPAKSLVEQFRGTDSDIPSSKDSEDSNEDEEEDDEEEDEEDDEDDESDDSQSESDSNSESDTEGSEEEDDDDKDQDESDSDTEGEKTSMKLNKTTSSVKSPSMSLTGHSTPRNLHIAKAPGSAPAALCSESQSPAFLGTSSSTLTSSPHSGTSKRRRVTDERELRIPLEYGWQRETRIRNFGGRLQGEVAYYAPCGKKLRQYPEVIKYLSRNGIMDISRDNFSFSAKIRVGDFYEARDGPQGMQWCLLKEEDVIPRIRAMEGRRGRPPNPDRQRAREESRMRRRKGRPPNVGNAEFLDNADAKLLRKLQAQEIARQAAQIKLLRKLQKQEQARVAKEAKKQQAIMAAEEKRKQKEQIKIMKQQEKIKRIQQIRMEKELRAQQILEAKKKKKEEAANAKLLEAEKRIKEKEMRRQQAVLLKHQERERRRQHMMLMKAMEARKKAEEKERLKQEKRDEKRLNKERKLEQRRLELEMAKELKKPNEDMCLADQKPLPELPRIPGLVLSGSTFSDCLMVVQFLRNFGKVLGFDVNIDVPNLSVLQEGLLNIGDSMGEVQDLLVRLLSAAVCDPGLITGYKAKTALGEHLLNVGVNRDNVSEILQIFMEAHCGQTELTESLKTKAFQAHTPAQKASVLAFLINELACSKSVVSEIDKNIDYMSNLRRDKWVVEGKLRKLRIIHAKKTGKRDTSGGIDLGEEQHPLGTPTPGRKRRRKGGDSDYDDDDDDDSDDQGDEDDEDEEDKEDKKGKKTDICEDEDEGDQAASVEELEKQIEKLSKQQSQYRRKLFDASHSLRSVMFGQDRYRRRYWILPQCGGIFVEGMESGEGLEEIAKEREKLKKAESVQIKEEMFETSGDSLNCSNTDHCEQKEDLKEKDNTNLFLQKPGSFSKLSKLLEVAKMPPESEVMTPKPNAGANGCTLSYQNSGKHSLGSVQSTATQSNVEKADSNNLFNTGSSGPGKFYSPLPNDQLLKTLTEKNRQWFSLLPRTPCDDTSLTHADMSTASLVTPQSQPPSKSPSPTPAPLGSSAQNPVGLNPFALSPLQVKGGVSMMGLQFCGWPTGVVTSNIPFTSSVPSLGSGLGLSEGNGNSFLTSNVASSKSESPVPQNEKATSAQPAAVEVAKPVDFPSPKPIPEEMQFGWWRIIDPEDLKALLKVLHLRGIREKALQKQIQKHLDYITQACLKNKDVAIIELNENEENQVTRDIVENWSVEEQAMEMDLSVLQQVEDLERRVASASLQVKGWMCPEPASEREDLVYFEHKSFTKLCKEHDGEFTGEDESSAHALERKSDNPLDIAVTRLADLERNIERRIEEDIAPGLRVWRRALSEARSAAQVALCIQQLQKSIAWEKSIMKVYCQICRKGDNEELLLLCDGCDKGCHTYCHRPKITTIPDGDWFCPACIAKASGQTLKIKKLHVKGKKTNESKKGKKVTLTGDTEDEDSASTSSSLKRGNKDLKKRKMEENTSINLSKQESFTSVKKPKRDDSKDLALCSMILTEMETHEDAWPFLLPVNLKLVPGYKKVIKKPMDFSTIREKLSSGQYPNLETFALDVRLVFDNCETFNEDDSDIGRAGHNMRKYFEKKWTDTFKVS
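BAZ2B 50 nM plus b-H3(5-23)K14Ac 50 nM, PBS pH 7.4/0.01% Tween-20, 30 min RT; compound added (max 110 uM), 30 min RT; streptavidin donor/Ni-chelate acceptor beads 10 ug/mL final, 20 min dark; AlphaScreen read.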
12-LOX inh: ALOX12 (human) lipoxygenase inhibition. purified 12hLO, xylenol orange hydroperoxide absorbance. Potency, µM (doses to about 108 µM), for the others: at the highest dose activity change, negative = inhibition, most hits filed as inhibitors. AID 1671190. 580,000 compounds, 1.1% hits; further: potency means the concentration at half of the fitted maximal effect; on the % scale 0 is the no-effect control and ±100 the full control effect
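Purified human 12hLO at 150 nM in 25 mM Hepes, 0.01% Triton X-100, pH 7.0, preincubated 15 min at room temperature with compound. Reaction started with 40 uM arachidonic acid, 30 min at room temperature. Hydroperoxide measured by Fe-xylenol orange, 573/405 nm absorbance ratio.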
ERG Ets-DNA blk: ERG Ets/DNA interaction inhibition; P11308; fluorescence polarization, His-ERG Ets domain / labelled DNA; Potency, µM (highest dose often 76.9 µM), for inactives: at the highest dose FP activity, negative = inhibition, usual class: inhibitors; 370,000 compounds, 0.028% hits; active means well fitted inhibition curve with a large enough effect in the polarisation, with a control signal flat; inconclusive means small, poorly fitted or top-dose-only effect, or effect the other way, or a change in a side signal; inactive means no such curve, though single readings can be large or run the other way; the % refers to the polarisation;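 further: polarization taken with two DNA probes labelled with fluorescein and Texas red; potency means the concentration at half of the fitted maximal effect; % of control where 0% means no effect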
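His-tagged ERG Ets domain (1 uM in the protein solution; 300mM KCl, 50mM Tris-HCl, 1mM EDTA, 1mM DTT, pH 7.5) received compound, then a probe mix of 5 nM fluorescein-DNA and 100nM Texas-615-DNA. Fluorescence polarization was read for both dyes.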
G9a inh: G9a (human) methyltransferase inhibition; Q96KQ7; 350,000 compounds, 8.8% hits; G9a H3K9 monomethylation, AlphaScreen, 2 h; AID 504332; Potency, µM (top dose mostly 102 µM), inactives show at the highest dose activity, negative = inhibition, hits mostly inhibitors; further: potency means the concentration at half of the fitted maximal effect; on the % scale 0 is the no-effect control and ±100 the full control effect; nearly all actives have a fitted effect of over 75% in size
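Chemiluminescent proximity detection of H3K9 monomethylation, read after 10 min bead incubation in the dark. Reaction: 20 nM G9a, 500 nM biotin-H3K9 peptide, 20 uM SAM cofactor, 2 h, room temperature, following 15 min enzyme-compound preincubation.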
RGS4 inhibitor: human RGS4 inhibition | P49798 | Transcreener GDP fluorescence polarization, RGS4-accelerated GTP hydrolysis | Potency, µM (top dose mostly 114 µM), for the others: at the highest dose activity change, negative = inhibition, most hits filed as inhibitors | 390,000 compounds, 0.039% hits | AID 504845; further: potency means the concentration at half of the fitted maximal effect; on the % scale 0 is the no-effect control and ±100 the full control effect; nearly all actives have a fitted effect of over 75% in size; some results filed as inactive show a strong effect at the top dose
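MLSMR compounds (23 nl, pin-transferred) preincubated 10 min at room temperature with a 500nM (2x) first reagent, then RGS4 at 900nM (2x) plus Transcreener GDP mix added; fluorescence polarization (620/688 nm) read before and after 90 min at 30 °C.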
* hit, by the source's call; ? = inconclusive; nt = no result given; & = joins results of further samples; ! = repeats disagree; [ ] = dose if it differs, or a comment. Unless noted, the call rests on the fitted dose curve; in most records, active means well fitted curve in the direction sought with a large enough effect; inconclusive means small, poorly fitted or top-dose-only effect, or another doubt; inactive means no such curve, though single readings can be large; an effect the other way counts as inactive or inconclusive. Not all compounds are listed. The share of hits here may be higher or lower than overall.

SMILES	GLS inhibitor	JMJD2A Tudor	HP1b chromo inh	PI4K2A block	BAZ2B inh	12-LOX inh	ERG Ets-DNA blk	G9a inh	RGS4 inhibitor
CC(=O)Nc1ccc(S(=O)(=O)NC2(C(F)(F)F)C(=O)Nc3c2c(=O)[nH]c(=O)n3-c2ccc(C)cc2)cc1 (configuration not stated)	11%	-20%	21%	1	-20%	?	-9%	3%[59 µM]	14%
Cc1oc2cc3oc(=O)c(CCC(=O)NCCCN4CCCC4=O)c(C)c3cc2c1C	8%	-15%	18%	1	-4%	33%[activator]	-1%	-4%[12.7 µM]	7%
Cc1cc(C)c(C)c(S(=O)(=O)NCc2ccc(C(=O)N3CCCC3)cc2)c1C	-1%	-8%	42%[activator]	5	3%	?	-7%	4%	-28%
Cc1ccc(NC(=O)CSc2nc(=O)n(CCN3CCOCC3)c3c2CCC3)cc1Cl	-9%	-12%	-6%	-1	-7%	?	0%	-5%[59 µM]	-3%
Cn1c(COc2ccc(Cl)cc2Cl)nnc1SCC(=O)NCC1CCCO1 (configuration not stated)	6%	-12%	-1%	-5	-9%	-15%	-5%	6%	2%
COc1ccc(CN2CC(=O)N(c3ccc(C)cc3)C2=S)cc1OC	-26%	-5%	30%	0	-4%	-14%	-7%	-11%	-6%
COc1ccc(-c2cc3c(=O)n(CC(=O)NCCCN4CCC(Cc5ccccc5)CC4)ncn3n2)cc1	-2%	-19%	6%	3	-19%	19%	14%	-3%	9%
COc1ccc(/C(C)=N/NC(=O)c2cccc(S(=O)(=O)N3CCCC3)c2)c(O)c1	11%	?	-3%	3	2.8µM*	-2%	-1%	63%[activator][2.33 µM]	15%
Cc1cc(C)n2c(nc3ccccc32)c1C(=O)NN	15%	-23%	2%	1	-4%	129%[activator]	3%	nt	15%
O=C1CC(N2CCN(c3nc4ccccc4s3)CC2)C(=O)N1c1ccc(F)cc1 (configuration not stated)	-11%	-7%	38%	-7	-10%	-4%	0%	18%[59 µM]	-11%

SMILES	GLS inhibitor	JMJD2A Tudor	HP1b chromo inh	PI4K2A block	BAZ2B inh	12-LOX inh	ERG Ets-DNA blk	G9a inh	RGS4 inhibitor
Cn1cc(C(F)(F)F)nc1-c1ccc(OCC(O)CNCCOc2ccc(O)c(C(N)=O)c2)cc1 (configuration not stated)	15%	-18%	14%	1&-3	-8%	-9%&-15%	-27%	25µM*!	0%[56.9 µM]
CO/N=C/NC(=O)c1c(OC)ccnc1Oc1cccc(C(F)(F)F)c1	4%	6%	-4%	-5	12%	2%	nt	10%[59 µM]	-2%
NC(=O)c1cc(Cl)ccc1OCC(=O)NC1CC1	-3%	-1%	37%	11	nt	?	7%	nt	7%
Cc1ccc(C)c(N2CCN(C(=O)C3CCCN(Cc4nc(-c5cccc(Cl)c5)oc4C)C3)CC2)c1 (configuration not stated)	-14%	-18%	22%	4	-28%	-24%	0%	?	1%
CN(C)S(=O)(=O)c1ccc2c(c1)N(CC(=O)Nc1cccc(C(F)(F)F)c1)C(=O)CS2	-11%	-17%	12%	-3	-13%	-14%	4%	-2%[59 µM]	12%
O=C1C2C3C=CC(C3)C2C(=O)N1c1ccncc1 (configuration not stated)	4%	-1%	-3%	-1	-17%	2%	-6%	9%[12.7 µM]	-19%
Cc1cccc(CC(=O)N2CCC(N3CCC(C(=O)N4CCOCC4)CC3)CC2)c1	-21%	-2%	-14%	0	-2%	-2%	0%	10%	8%
COC(=O)c1ccc(NC(=O)c2ccc(CN3CCOCC3)cc2)cc1	4%	-13%	6%	11	-5%	26%	-3%	7%[59 µM]	22%
CCCc1nnc(NC(=O)CCC(=O)N2CCCCCC2)s1	11%	-18%	67%[activator]	5	19%	0%	-11%	-20%	4%
O=c1cc(Cc2ccccc2)[nH]c(=S)[nH]1	-14%	?	49%	1	-2%	-23%	5%	?	-46%

SMILES	GLS inhibitor	JMJD2A Tudor	HP1b chromo inh	PI4K2A block	BAZ2B inh	12-LOX inh	ERG Ets-DNA blk	G9a inh	RGS4 inhibitor
Cc1ccc(-c2nnn3c2nc(NC2CCC(C)CC2)c2ccccc23)cc1 (configuration not stated)	4%	17%	70%[activator]	-1	-3%	-20%	-3%	5%[59 µM]	20%
Cc1ccc2c(c1)c(=O)c1c3n2CCN(C(=O)CCl)C3CC1 (configuration not stated)	-23%	?	-9%	?	40µM*	-1%	-9%	11µM*	9%[11.4 µM]
COc1ccc(C)cc1NC(=O)CN1C(=O)c2cccc3cccc1c23	-27%	-22%	14%	5	?	0%	-7%	16%	-25%
CCOC(=O)/C(C#N)=C\c1ccc(OC)c(OC)c1	-3%	-20%	18%	5	3%	-1%	13%	?	-20%
Cc1cccc(CN2CCC(CNC(=O)c3c(C)oc4ncnc(N5CCCCC5)c34)CC2)c1	5%	-24%	23%	-3	2%[57.1 µM]	-27%	1%	-22%[59 µM]	2%
COc1ccc(Nc2ccc(OC)cc2)cc1	30%	50µM*	40µM*	-8	20µM*	?	-10%	nt	-19%
Cn1c(NC(=O)c2cccnc2)nc2ccccc21	0%	-16%	14%	-17	35%	51%[activator]	0%	?	-6%
CN1CCN(NC(=O)Nc2ccc([N+](=O)[O-])cc2)CC1	-2%	-2%	29%	-3	-14%	-1%	-2%	nt	-7%
CCn1cc(C(=O)N2CCCC(N3CCN(c4cccc(C(F)(F)F)c4)CC3)C2)cn1 (configuration not stated)	14%	-10%	11%[57 µM]	-3	-5%	10%	?	-19%	5%
COc1ccc(NC(=O)CN2C(=O)C(=O)N(C3CCCC3)C2=O)c(OC)c1	1%	-24%	24%	-2	nt	-3%	0%	nt	-2%

SMILES	GLS inhibitor	JMJD2A Tudor	HP1b chromo inh	PI4K2A block	BAZ2B inh	12-LOX inh	ERG Ets-DNA blk	G9a inh	RGS4 inhibitor
COc1ccc(N2C(=O)CC(Sc3nnc(-c4ccccc4)o3)C2=O)cc1 (configuration not stated)	nt	-6%	40%[activator]	5	-1%	-19%	8%	10µM*	-44%
CCC(=O)Nc1ccc(C(=O)N2CCN(C(=O)c3ccco3)CC2)cc1	1%	-7%	43%[activator]	-2	-11%	-3%	-19%	24%	7%
CC12CCC(=O)N1C(C(=O)NNC(=O)c1ccccc1Cl)CS2 (configuration not stated)	12%	-9%	15%	-5	8%	-4%	-11%	1%[12.7 µM]	12%
CC1CN(S(=O)(=O)c2ccc(-c3nc4ccccc4s3)cc2)CC(C)O1 (configuration not stated)	3%	-9%	17%	-1	-8%	19%	nt	-8%	13%
O=C(Cn1c(=O)[nH]c2ccccc2c1=O)N1CCN(c2cccc(Cl)c2)CC1	-5%	5%	31%	-6	3%	11%	-2%	9%	-2%
O=C(c1cc([N+](=O)[O-])cc([N+](=O)[O-])c1)N1CCOCC1	1%	-5%	24%	-2	-5%	28%	4%	28%[59 µM]	-6%
CCc1c(C)c(C#N)c2nc3ccccc3n2c1Nc1c(C)n(C)n(-c2ccccc2)c1=O	0%	-15%	22%	-2	0%	-27%	1%	21%[12.7 µM]	11%
O=C(O)c1ccc2c(c1)C(c1ccccc1)OC2=O (configuration not stated)	-2%	-17%	17%	1	7%	-8%	5%	-37%	18%
Cc1cc(C(F)(F)F)nn1Cc1n[nH]c(=S)n1-c1ccc(Cl)cc1	2%	-31%	32%	0	-3%	?	-5%	1.6µM*	-22%
Cc1ccc2cc(CN(CCN3CCCC3)C(=O)Nc3ccccc3)c(=O)[nH]c2c1C	25%	-11%	16%	-4	-30%	-4%	3%	?	13%

SMILES	GLS inhibitor	JMJD2A Tudor	HP1b chromo inh	PI4K2A block	BAZ2B inh	12-LOX inh	ERG Ets-DNA blk	G9a inh	RGS4 inhibitor
Cc1cccc2cc(CN(Cc3ccco3)C(=O)c3ccco3)c(=O)[nH]c12	11%	-22%	8%	-2	-21%	3%	4%	-6%	19%
Cc1ccc(-n2c(CSc3nc(C)cc(C)n3)nnc2SCC(=O)Nc2nccs2)cc1	7%	0%	12%[57 µM]	-3	-3%	-3%	3%	25%[12.7 µM]	12%
CCOc1nc(NCCc2ccc(OC)c(OC)c2)nc(N2CCN(c3ccc(OC)cc3)CC2)n1	nt	2%	35%	4	-24%	-7%	9%	?	-4%
COc1cccc(-c2nc3ccc([N+](=O)[O-])cc3o2)c1	-11%	-15%	19%	-3	-17%	68%[activator]	4%	0%	-22%
OCn1c2ccccc2c2ccccc21	-6%	6%	52%[activator]	-3	5%	8%	20%	29%[12.7 µM]	-10%
COc1ccccc1-n1c(SCC(=O)O)nnc1-c1ccc(S(=O)(=O)N2CCCCC2)cc1	-2%	-17%	22%	-4	-31%	-2%	3%	-21%[2.33 µM]	-3%
CCOc1cc(C2NN=C(c3ccccc3)S2)ccc1OCc1ccc(F)cc1 (configuration not stated)	0%	?	47%	?	13%	?	-7%	?	-29%
